CFTR F508del cor: correctors of CFTR F508del function in bronchial epithelial cells; CFBE cells, YFP halide quenching; stimulated with forskolin plus potentiator P3; % fluorescence drop versus neutral controls; activity (quench increase), % at 7.58 µM; 350,000 tested, 0.36% active; AID 720511;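 active = mean added fluorescence quench of at least 8% versus neutral control, with both replicates also reaching 8%; inconclusive = only one of the mean or replicate conditions met; inactive = mean below 8% and not both replicates reaching 8%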;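 note: cells transiently co-express mutant CFTR-F508del with the halide-sensitive YFP; corrector assay measuring rescue of mutant channel to the surface after 24 h compound exposure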
EWS-Fli inh: inhibitors of EWS/Fli oncoprotein transcriptional activity; AID 651661; 350,000 tested, 0.67% active; A673 NR0B1-luciferase reporter, viability-normalised; inhibition, % at 12.6 µM;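 active = mean inhibition of at least 50% after viability correction, with every replicate also passing that limit; inconclusive = mean reaches 50% but only one of two replicates passes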;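 note: firefly luciferase signal divided by Alamar Blue viability fluorescence both relative to DMSO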
ERp5 block: ERp5 (human) disulfide isomerase inhibition; 350,000 tested, 0.05% active; inhibition, % at 9.99 µM; Q15084; ERp5 insulin aggregation, absorbance 650 nm, 90 min;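 active = mean replicate inhibition above about 25%, with every replicate also reaching it, limit read from the data, passing the limit was not always enough; inconclusive = only one of those two criteria met; inactive = neither criterion met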
Target sequence (Q15084 whole entry, looked up): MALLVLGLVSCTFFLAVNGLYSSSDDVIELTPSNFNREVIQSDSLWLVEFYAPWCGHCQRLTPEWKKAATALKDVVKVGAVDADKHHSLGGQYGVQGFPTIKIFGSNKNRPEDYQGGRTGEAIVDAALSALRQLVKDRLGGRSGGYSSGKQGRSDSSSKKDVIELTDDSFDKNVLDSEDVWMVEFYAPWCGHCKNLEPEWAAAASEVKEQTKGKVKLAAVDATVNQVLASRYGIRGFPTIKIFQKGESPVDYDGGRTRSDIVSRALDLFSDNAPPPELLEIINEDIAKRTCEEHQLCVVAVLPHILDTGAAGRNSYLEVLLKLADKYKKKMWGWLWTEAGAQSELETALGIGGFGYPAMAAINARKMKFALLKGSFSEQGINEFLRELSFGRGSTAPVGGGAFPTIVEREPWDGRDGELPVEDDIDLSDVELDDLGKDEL
PAX8 reporter: lowers PAX8-driven luciferase in RMG-I cells; RMG-I TPO-luciferase reporter, SteadyGlo, 24 h; inhibition, % at 12.6 µM; 360,000 tested, 1.2% active; AID 652154;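 active = mean replicate inhibition at least 60% with every replicate also reaching 60%; inconclusive = only one of the two criteria is met; inactive = mean below 60% and not all replicates reaching 60%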;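 note: luciferase light reporting Pax8 driven TPO promoter activity; plate controls were median of neutral control wells for no effect and mitoxantrone controls for full effect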
GSIS activator: primary screen for activators of insulin secretion dependent on glucose, INS-1E cells, GLuc reporter luminescence | INS-1E GLuc reporter insulin secretion, 2-3 h | activation, % at 16.6 µM | 370,000 tested, 0.61% active | AID 743287;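 active = lowest replicate activation of at least 40%, so every replicate reaches that level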;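 note: 0% = median of neutral control wells and 100% = median of IBMX positive control wells; some compounds called inactive have numbers as strong as hits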
ARNT-TACC3 inh: disrupts binding between human ARNT and TACC3 | Q9Y6A5 | AlphaScreen His-ARNT PAS-B/GST-TACC3 binding, luminescence; TACC3 fragment carries E629A point mutation | inhibition, % at 9.99 µM | 390,000 tested, 0.66% active | AID 623870;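 active = mean inhibition of replicates at least 50% and at least half of replicates each reaching 50%; inconclusive = half or more replicates reach 50% but mean below 50%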;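 note: 0% = complete ARNT plus TACC3 wells and 100% = ARNT alone without TACC3; many hits fall short of the cut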
XiGFP reactiv: X-chromosome reactivation activator. XiGFP mouse fibroblasts, % GFP-positive cells imaging, 3 d; cells co-treated with 5-aza-dC sensitizer; scaled so ellipticine positive control = 100%. activation, % at 7.58 µM. 360,000 tested, 0.055% active;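 active = mean normalized replicate activation at least 10% and every replicate at or above 10%; inconclusive = only one of the two criteria met; inactive = mean below 10% and not all replicates reach 10%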;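 note: 0% = median of on-plate neutral control wells and 100% = ellipticine 6 µM median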
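Schedule: 3 d treatment, 15 min room-temperature fixation; system: 68-5-11 XiGFP fibroblast line; buffer or medium: DMEM plus 5-aza-dC sensitizer; control set: ellipticine 6 µM positive control; compound: one concentration, pinned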
DENV2 CPE: inhibitors of DENV2 cytopathic effect. AID 651640. DENV2-infected cells, cytopathic effect rescue, plate reader. 350,000 tested, 1.7% active. CPE inhibition, % at 9.99 µM; in the data active = CPE inhibition above about 20%, passing the limit was not always enough; inconclusive = no clear call, values can overlap the other calls; tested in BHK-21 cells;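 note: 0% = median of neutral control wells and 100% = median of positive control wells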
Active calls of the source: *; ? = inconclusive; . = not tested or not shown; & = joins results of further samples; ! = not active in a repeat.

SMILES	CFTR F508del cor	EWS-Fli inh	ERp5 block	PAX8 reporter	GSIS activator	ARNT-TACC3 inh	XiGFP reactiv	DENV2 CPE
COCC(=O)N1C[C@H](C)[C@H](OC)CN(C)C(=O)c2cc(NC(=O)c3cc(C)on3)ccc2OC[C@H]1C	-0.9	5	-2	0	21	-3	0.0	6
COc1ccccc1N1CCN(C(=O)CNC(=O)c2ccc(Cl)cc2Cl)CC1	3.6	8	-1	17	9	0	0.0	0
COc1ccccc1OCCCCOc1ccccc1C(C)=O	.	.	.	17	-30	-9	-0.1	.
O=C(C1CC1)N1C[C@H]2[C@@H](c3ccccc31)[C@H](CO)N2Cc1ccccc1Cl	0.7	-7	-1	25	-5	3	0.0	-1
Cc1cccn2c(=O)nc(SCC(=O)NC3CCCC3)nc12	-0.2	-14	3	.	3	6	-0.1	0
O=C(COC(=O)c1ccc(O)cc1)Nc1ccc(Cl)cc1	-2.5	13	18	22	-15	.	0.2	.
N[C@@H](Cc1cc(I)c(O)c(I)c1)C(=O)O	-1.9	3	-2	1	-12	17	0.1	-2
Cc1noc(C)c1NC(=O)N(C)C[C@@H]1OCc2ccccc2-c2c(n(C)c3ccccc23)C(=O)N([C@H](C)CO)C[C@H]1C	-5.9	0	-1	10	3	.	0.3&0.3	14
CCN1C=C(C(C)=O)C(=O)CC1	-5.6	5	2	-7	4	-6	0.1	7
C[C@H](CO)N1C[C@H](C)[C@@H](CN(C)C(=O)Nc2ccc(C(F)(F)F)cc2)Oc2c(NC(=O)C3CCCCC3)cccc2C1=O	1.0&-2.8	1&3	2&0	3&14	-3&-22	-9&2	0.0&0.0	22*!
Cc1ccc(C(=O)N=c2sccn2C)cc1C	-2.4	.	1	-190	5	2	0.0	-5
C[C@@H]1CCCCO[C@H](CN(C)Cc2ccccc2)[C@@H](C)CN([C@H](C)CO)C(=O)c2cc(NC(=O)Nc3ccc4c(c3)OCO4)ccc2O1	2.3	0	-2	-2	-16	4	-0.2	5
NNC(=O)c1nc(-c2ccccc2)n2c1CCCCC2	0.1	10	5	.	-17	6	.	15
CCN(C(=O)CCS(=O)(=O)c1cccc2nonc12)c1ccc(C)c(C)c1	-0.7	-3	-1	7	8	-2	0.1	-5
O=C(CCS(=O)(=O)c1ccccc1)Nc1ccc(-c2nc3ccccc3s2)c(O)c1	.	.	.	-53	3	-4	1.8	.
OC[C@@H]1CN(Cc2ccncc2)C[C@H](n2cnc3c(N4CCOCC4)ncnc32)O1	-1.3	7	1	12	10	.	0.0	?
COc1ccc2c3c([nH]c2c1)[C@H](CO)N(C(=O)Nc1ccccc1F)CC31CN(C(=O)C2CC2)C1	0.6	1	.	.	4	.	0.1	3
COc1ccc(C(=O)C2CCCN(C(=O)C3CCOCC3)C2)cc1OC (stereo not drawn)	-0.1	-4	0	5	31	-2	0.0	10
Cc1cccc(C)c1Nc1c(-c2ccccn2)nc2ccccn12	4.2	47	2	31	6	65*	3.3	1
C[C@H]1CN([C@@H](C)CO)C(=O)Cc2cc(NS(=O)(=O)c3cccs3)ccc2O[C@@H]1CN(C)S(=O)(=O)c1ccc(Cl)cc1	2.1	0	-1	-21	-6	3	-0.5	-3

2 entries from above, with values under each structure:
Results follow in this order: CFTR F508del cor	EWS-Fli inh	ERp5 block	PAX8 reporter	GSIS activator	ARNT-TACC3 inh	XiGFP reactiv	DENV2 CPE
Cc1cccn2c(=O)nc(SCC(=O)NC3CCCC3)nc12
→ -0.2	-14	3	.	3	6	-0.1	0
O=C(COC(=O)c1ccc(O)cc1)Nc1ccc(Cl)cc1
→ -2.5	13	18	22	-15	.	0.2	.

(cont.)
SMILES	CFTR F508del cor	EWS-Fli inh	ERp5 block	PAX8 reporter	GSIS activator	ARNT-TACC3 inh	XiGFP reactiv	DENV2 CPE
O=C1Nc2ccc(Br)cc2/C1=C/C(=O)c1ccccc1	0.0	32	-6	-13	1	-6	0.2	-5
CC(C)NC(=O)N(C)C[C@@H]1OCCCC[C@@H](C)Oc2ccc(NS(=O)(=O)c3cccs3)cc2C(=O)N([C@@H](C)CO)C[C@H]1C	-2.9	-15	0	6	-2	-12	-0.1	-5
O=C(C[C@H]1C=C[C@@H](NC(=O)c2ccccc2)[C@@H](CO)O1)Nc1ccc(-c2ccccc2)cc1	-0.3	1	4	24	-9	9	-0.3	19
C[C@@H]1CN([C@@H](C)CO)C(=O)c2cc(N(C)C)ccc2O[C@@H](C)CCCCO[C@@H]1CN(C)Cc1ccc2c(c1)OCO2	2.3&2.0&4.4&1.6	5&-8	-5&3&7	12&17&10&24	1	11&7	4.9&0.2	0&-7&-1
Nc1nc2c(nc(N3CCCCC3)n2[C@@H]2O[C@H](CO)[C@@H](O)[C@H]2O)c(=O)[nH]1	-0.5	-70	4	-1	-14	.	0.1	-3
Cc1ccc(S(=O)(=O)Nc2ccc3c(c2)C(=O)N([C@H](C)CO)C[C@@H](C)[C@@H](CN(C)CC2CCCCC2)OCCCC[C@@H](C)O3)cc1	0.2	30	-3	88*	-20	6	0.3	-2
CCOc1ccc(OCCOCCNCCOC)cc1	.	.	.	-12	-4	-9	0.1	.
CC(C)NC(=S)Nc1ccc(S(=O)(=O)Nc2ncccn2)cc1	2.3	-4	-4	33	8	17	0.1	-4
Cc1ccc(S(=O)(=O)NNC(=O)CC#N)cc1	1.6	-1	-1	-3	22	.	0.0	3
O=C([C@H]1N[C@H]2c3ccc(-c4ccc(F)cc4)c(=O)n3C[C@H]2[C@@H]1CO)N1CCOCC1	0.3	-5	5	-7	11	-7	-0.1	-3
CC(C)CC1Nc2ncnc(N3CCN(c4ccccc4)CC3)c2N(Cc2ccccc2)C1=O (stereo not drawn)	0.0	5	-3	8	-6	0	0.1	-5
Cc1ccc([N+](=O)[O-])cc1S(=O)(=O)Nc1cccc(S(=O)(=O)Nc2ccccc2C(=O)O)c1	2.2	7	1	-12	.	-10	0.0	16
Cc1noc(C)c1NC(=O)Nc1ccc2c(c1)C(=O)N(C)[C@H]1CC[C@@H](CC(=O)NCc3ccc(Cl)cc3)O[C@H]1CO2	.	4	-5	3	-1	-3	0.2	2
CC(C)OCCCN(C)C1CCN(S(=O)(=O)c2ccc(-c3ccc(=O)[nH]n3)s2)CC1	-2.8	3	-5	-4	-6	5	0.0	5
COc1ccc(-c2nc(CN(C)C(C)c3ccon3)c(C)o2)c(C)c1C (stereo not drawn)	-0.4	14	5	9	-41	-9	0.0	0
CCOC(=O)c1cc2c(c(CCO)n1)[C@H](CCO)N(S(=O)C(C)(C)C)C2 (stereo partly drawn)	-2.9	-2	-5	12	1	-4	-0.1	2
C#CCOc1c(Cl)cc(C2C3=C(CCCC3=O)N(CC(=O)O)C3=C2C(=O)CCC3)cc1OC	0.3	2	-4	-3	-12	8	0.1	-5
COc1ccc([N+](=O)[O-])cc1NC(=O)CSc1nncn1-c1ccccc1	1.4	2	0	13	-4	-2	0.3	-4
C[C@@H]1CN([C@H](C)CO)C(=O)c2cc(NS(=O)(=O)c3ccc(Cl)cc3)ccc2O[C@@H](C)CCCCO[C@@H]1CN(C)C(=O)CCC(F)(F)F	2.3	.	-4	28	-17	1	0.1	-8
O=C(C[C@H]1CC[C@H]2[C@@H](COC[C@@H](O)CN2C(=O)c2ccccc2F)O1)NCc1ccc(Cl)c(Cl)c1	-1.2	11	.	0	-11	-2	-0.1	1

Gathered by group: the entries above containing a thiophene ring, fused or not
SMILES	CFTR F508del cor	EWS-Fli inh	ERp5 block	PAX8 reporter	GSIS activator	ARNT-TACC3 inh	XiGFP reactiv	DENV2 CPE
C[C@H]1CN([C@@H](C)CO)C(=O)Cc2cc(NS(=O)(=O)c3cccs3)ccc2O[C@@H]1CN(C)S(=O)(=O)c1ccc(Cl)cc1	2.1	0	-1	-21	-6	3	-0.5	-3
CC(C)NC(=O)N(C)C[C@@H]1OCCCC[C@@H](C)Oc2ccc(NS(=O)(=O)c3cccs3)cc2C(=O)N([C@@H](C)CO)C[C@H]1C	-2.9	-15	0	6	-2	-12	-0.1	-5
CC(C)OCCCN(C)C1CCN(S(=O)(=O)c2ccc(-c3ccc(=O)[nH]n3)s2)CC1	-2.8	3	-5	-4	-6	5	0.0	5

Continuation.
SMILES	CFTR F508del cor	EWS-Fli inh	ERp5 block	PAX8 reporter	GSIS activator	ARNT-TACC3 inh	XiGFP reactiv	DENV2 CPE
Cc1nc2ccc(NC(=O)N(C)c3ccccc3)cc2s1	0.2	19	-7	-22	-2	.	0.1	2
COCCNC(=S)N/N=C(\C)c1ccccc1O	.	.	.	-37	5	28	2.4	.
COc1cccc(NC(=O)Nc2ccc3c(c2)C(=O)N(C)C[C@H](OC)[C@@H](C)CN(CC2CC2)[C@@H](C)CO3)c1	-2.2	5	3	-31	-2	.	0.1	22*
CN(C)c1ccc(C=NCC2COc3ccccc3O2)cc1 (stereo not drawn)	0.2	6	2	4	1	-7	0.0	2
CCCc1[nH]n(-c2ccc(F)cc2)c(=O)c1C=Nc1cccc(F)c1	.	.	.	16	-1	-24	0.4	.
O=C(Cc1coc2ccc3ccccc3c12)NCc1ccccc1	0.7	-12	3	.	-16	14	.	.
Cc1ccc(S(=O)(=O)N(C)C[C@H]2Oc3c(NC(=O)Nc4c(C)noc4C)cccc3C(=O)N([C@@H](C)CO)C[C@H]2C)cc1	-0.3	4	8	-33	9	-6	-0.8	3
Cc1ccccc1-c1cnc2c(c1)C(=O)N([C@@H](C)CO)C[C@H](C)[C@@H](CN(C)C(=O)c1cccnc1)O2	1.1	0	0	.	9	-2	-0.8	-1
C[C@H](NC(=O)C[C@H]1C[C@H]2c3cc(N(C)C)ccc3O[C@H]2[C@H](CO)O1)c1ccccc1	0.2	-10	4	-10	7	17	-0.1	7
COc1ccc(-c2ccc3n(c2=O)C[C@H]2[C@H](CO)[C@@H](C(=O)NC4Cc5ccccc5C4)N[C@@H]32)cc1	0.1	-3	4	14	-1	-34	0.0	-4
O=C(COC(=O)c1cnc(Cl)c(Cl)c1)NCc1cccs1	0.1	6	-1	18	0	-7	-0.1	-4
C[C@@H]1CN([C@@H](C)CO)C(=O)Cc2cc(NC(=O)C3CC3)ccc2O[C@@H]1CN(C)Cc1ccccc1	0.8	-4	-2	3	-12	-11	-0.5	?
O=C(CSc1ncnc2ccccc12)Nc1cccc(S(=O)(=O)N2CCOCC2)c1	-1.1	5	4	9	-20	-14	0.1	0
Cc1noc(C)c1NC(=O)N[C@@H]1CC[C@H](CCNC(=O)C2CCCCC2)O[C@@H]1CO	-3.6	6	-2	15	12	-9	0.2	7
CN(Cc1cnn(C)c1)C(=O)c1ccc(OC2CCN(CCc3ccccc3)CC2)cc1	.	8	-8	7	3	2	-0.1	8
C[C@H](CO)N1C[C@H](C)[C@H](CN(C)Cc2ccc3c(c2)OCO3)OCc2cn(nn2)CCCC1=O	1.7	-1	2	.	-5	-2	-0.1	6
Cc1cc(-c2nn(-c3ccccc3F)cc2CN(C)CC(O)CO)c(C)s1 (stereo not drawn)	2.4	9	-6	-13	5	-2	-0.3	0
Cc1ccc(S(=O)(=O)NCc2ccc(C(=O)NC3CCC(O)CC3)cc2)cc1C (stereo not drawn)	-0.4	0	2	-28	19	.	0.5	-10

Look-ups from the results shown:
Cc1noc(C)c1NC(=O)N[C@@H]1CC[C@H](CCNC(=O)C2CCCCC2)O[C@@H]1CO – ERp5 block: -2
CCCc1[nH]n(-c2ccc(F)cc2)c(=O)c1C=Nc1cccc(F)c1 – XiGFP reactiv: 0.4
O=C(Cc1coc2ccc3ccccc3c12)NCc1ccccc1 – CFTR F508del cor: 0.7
